Screening data: PubChem BioAssay, several laboratories
TWEAK Fn14 block – inhibitors of TWEAK-Fn14 signaling, primary screen, luciferase reporter cells, uHTS; AID 1159606, 2016; hit rate 2% among 360,000; TWEAK-stimulated Fn14 reporter cells, luciferase luminescence, 8 h; inhibition, % at 10 µM; in the data active means inhibition above about 50%
NOD2 RIPK2 PPI – NOD2-RIPK2 binding disruptors in cells, primary screen, fluorescence, CHO cells, BLA complementation; CCF4 ratio; hit rate 0.38% among 360,000; Receptor-interacting serine/threonine-protein kinase 2 (Homo sapiens), O43353; inhibition, % at 4.98 µM; in the data active means inhibition above about 21%;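 further: 0% = vehicle only and 100% = reference blocker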
TLR9-MyD88 block – inhibitors of TLR9-MyD88 association in cells, primary screen, cell-based, CHO, BLA complementation, fluorescence; CCF4 FRET ratio; inhibition, % at 4.98 µM; hit rate 0.21% among 340,000; AID 504734, 2011;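 active means inhibition above the mean over all tested compounds plus 3 SD, cut at about 21% in these data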;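 further: 0% = DMSO only wells and 100% = clavulanate BLA inhibitor control wells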
NR2F2 inh – NR2F2 transcriptional activity inhibitors, primary screen, cell-based, luciferase reporter, HEK293T, luminescence; HEK293T NGFI-A luciferase reporter; inhibition, % at 8.6 µM; hit rate 0.7% among 370,000; COUP transcription factor 2 (Homo sapiens), P24468;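 active means inhibition above a per-plate cutoff, mean inhibition of test wells between control levels plus 3 SD, cut at about 38% in these data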;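 further: cells cotransfected with COUP-TFII expression vector driving the NGFI-A reporter; 0% = median of COUP-TF2 test wells and 100% = reporter-only cells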
TROY signal inh – inhibitors of TROY-driven NF-kB signaling, primary screen, Q293 LMP1-TROYcd cells, NF-kB luciferase, uHTS | Q293 LMP1-TROYcd NF-kB luciferase reporter, 4 h | AID 1347056, 2019 | inhibition, % at 10 µM | hit rate 0.98% among 360,000;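 active means compounds whose plate-normalised and pattern-corrected inhibition of the luciferase reporter signal at the single screening dose is 50% or more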
NR5A2 inv ag – LRH-1 (NR5A2) inverse agonists, primary screen, cell-based, luminescence, HEK293T, StAR-luciferase reporter; inhibition, % at 3.6 µM; hit rate 0.13% among 360,000; AID 602396, 2012; Nuclear receptor subfamily 5 group A member 2 (Homo sapiens), O00482; LRH-1 transfected, 24 h;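 active means inhibition above the mean inhibition of all tested compounds plus 3 SD, cut at about 73% in these data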;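 further: 0% = DMSO wells and 100% = reporter-only cells lacking LRH-1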
Granule exo inh – LAMP-1 surface exposure blockers, TALL-104 cells – cell-based, flow cytometry, MLPCN library, primary screen | TALL-104 LAMP-1 surface exposure; cells stimulated with thapsigargin and PMA | AID 651702, 2012 | hit rate 0.66% among 360,000 | inhibition, % at 10 µM;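 active means inhibition above about 55%, limit read from the data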
NCOA2 inhibitor – inhibition of GAL4-SRC2 driven luciferase reporter, primary screen, SRC2 inhibitor project, cell-based, luminescence; inhibition, % at 9 µM; HEK293 GAL4-SRC2 luciferase reporter; Nuclear receptor coactivator 2 (Homo sapiens), Q15596; hit rate 0.17% among 370,000;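 active means inhibition above the mean inhibition of all tested compounds plus 3 SD, set per campaign, cut at about 52% in these data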;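 further: 0% = DMSO treated cells and 100% = cells given Gossypol at 36 µM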
NCOA3 inh – SRC3 coactivator transcriptional activity inhibitors, primary screen, cell-based, luminescence | hit rate 0.17% among 360,000 | HEK293 GAL4-SRC3 luciferase reporter | inhibition, % at 3.6 µM | AID 588352, 2011;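 active means inhibition above a per-campaign cutoff, the mean of all compounds plus 3 SD, cut at about 60% in these data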;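 further: 0% = DMSO-treated cells and 100% = gossypol-treated cells at 36 µM; higher means less SRC3-driven luciferase light from the GAL4 reporter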
SRC1 inh – SRC1 coactivator transcriptional activity inhibitors, primary screen, cell-based, luminescence | Nuclear receptor coactivator 1 (Homo sapiens), Q15788 | HEK293 GAL4-SRC1 luciferase reporter | inhibition, % at 3.6 µM | hit rate 0.12% among 360,000 | AID 588354, 2011;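 active means inhibition above the campaign mean plus 3 SD, with each screening campaign given its own cutoff, cut at about 60% in these data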;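 further: 0% = DMSO treated cells and 100% = gossypol at 36 µM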
ABHD5-PLIN5 inh – ABHD5-PLIN5 interaction inhibitors, primary screen, cell lysate, split luciferase complementation, luminescence. Split G. princeps luciferase complementation, 4 h. inhibition, % at 4 µM. hit rate 0.78% among 360,000. AID 602281, 2012;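 active means inhibition above the mean inhibition across every tested compound plus 3 SD, cut at about 22% in these data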;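 further: 0% = DMSO only wells and the 100% control is not disclosed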
Target sequence (Q00G26 whole entry, looked up): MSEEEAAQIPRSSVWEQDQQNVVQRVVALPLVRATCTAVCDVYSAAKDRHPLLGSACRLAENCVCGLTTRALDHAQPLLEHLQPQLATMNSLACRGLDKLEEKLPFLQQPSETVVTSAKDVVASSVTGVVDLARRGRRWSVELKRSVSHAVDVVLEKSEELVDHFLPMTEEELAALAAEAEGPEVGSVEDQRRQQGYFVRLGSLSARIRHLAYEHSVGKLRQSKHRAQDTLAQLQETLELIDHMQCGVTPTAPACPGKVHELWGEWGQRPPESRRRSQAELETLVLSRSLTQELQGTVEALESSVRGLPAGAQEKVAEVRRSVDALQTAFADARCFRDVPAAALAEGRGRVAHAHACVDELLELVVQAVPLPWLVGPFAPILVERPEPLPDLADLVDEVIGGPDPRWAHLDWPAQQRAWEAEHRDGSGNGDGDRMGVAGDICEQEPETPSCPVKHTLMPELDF
Target sequence (Q8WTS1 whole entry, looked up): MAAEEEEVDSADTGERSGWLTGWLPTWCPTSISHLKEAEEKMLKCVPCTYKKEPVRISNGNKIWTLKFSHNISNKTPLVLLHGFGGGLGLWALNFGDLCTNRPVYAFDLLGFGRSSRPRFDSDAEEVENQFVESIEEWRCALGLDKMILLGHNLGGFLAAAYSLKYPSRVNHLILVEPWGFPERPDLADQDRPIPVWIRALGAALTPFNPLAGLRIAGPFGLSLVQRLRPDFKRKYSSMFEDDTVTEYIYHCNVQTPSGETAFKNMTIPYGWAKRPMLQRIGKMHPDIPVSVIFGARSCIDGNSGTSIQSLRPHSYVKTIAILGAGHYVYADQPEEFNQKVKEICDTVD
Active calls of the source: *; . = not tested or not shown. Only part of the results is shown. The share of hits here may be higher or lower than overall.

1: COc1ccc(N(CC(=O)Nc2cccc(C)c2)S(=O)(=O)c2c(C)n[nH]c2C)cc1
2: Cc1cc(C)c(Cn2ncn(-c3ccc(Br)cc3)c2=O)c(C)c1
3: CC(C)C(NC(=O)c1ccccc1F)C(=O)NCc1ccc(S(=O)(=O)N2CCOCC2)cc1 (stereo unspecified)
4: O=[N+]([O-])c1ccc(C(O)CN2CCN(C/C=C/c3ccccc3)CC2)cc1 (stereo unspecified)
5: Cn1c(Oc2ccccc2)c(C=O)c2ccccc21
6: N#Cc1ccccc1OCc1cccc(S(=O)(=O)N2CCOCC2)c1

Screen / compound no. | 1 | 2 | 3 | 4 | 5 | 6
TWEAK Fn14 block | 14 | -6 | 9 | 12 | 16 | -9
NOD2 RIPK2 PPI | 6 | -1 | -8 | 5 | -11 | -6
TLR9-MyD88 block | -3 | 0 | -5 | -10 | -3 | 7
NR2F2 inh | 4 | -12 | 5 | 8 | 11 | -10
TROY signal inh | 8 | -25 | -10 | -1 | 5 | -30
NR5A2 inv ag | 2 | -3 | -7 | 7 | -6 | -5
Granule exo inh | -2 | -2 | -4 | 18 | -6 | 3
NCOA2 inhibitor | 1 | -5 | -20 | -2 | 10 | 7
NCOA3 inh | -9 | 8 | 15 | 19 | 14 | -9
SRC1 inh | -7 | -1 | 9 | -2 | 9 | -49
ABHD5-PLIN5 inh | 7 | -9 | 4 | 5 | -4 | -2

7: O=C(COC(=O)CC1CCS(=O)(=O)C1)Nc1ccc(F)cc1 (stereo unspecified)
8: S=C(NCc1ccccc1)NCc1cccc(CNC(=S)NCc2ccccc2)c1
9: CC(NS(=O)(=O)c1ccc(OCC(=O)NCc2ccncc2)cc1)c1ccccc1 (stereo unspecified)
10: COCC(=O)Nc1nc(-c2ccc(-c3ccccc3)cc2)cs1
11: O=C(Cn1cnc2ccccc2c1=O)Nc1cccc(S(=O)(=O)N2CCCCC2)c1
12: CN(C(=O)c1ccccc1OC1CCN(S(C)(=O)=O)CC1)C1CCOC1 (stereo unspecified)

Screen / compound no. | 7 | 8 | 9 | 10 | 11 | 12
TWEAK Fn14 block | -12 | 38 | 21 | -7 | 7 | 14
NOD2 RIPK2 PPI | -5 | -1 | 1 | -10 | 4 | -8
TLR9-MyD88 block | 3 | -6 | 0 | 0 | -10 | -2
NR2F2 inh | 5 | -10 | 23 | 24 | 7 | -8
TROY signal inh | 8 | 38 | -4 | -17 | 6 | -19
NR5A2 inv ag | -12 | 4 | -25 | -66 | 3 | -11
Granule exo inh | 4 | 5 | -14 | -3 | 0 | 0
NCOA2 inhibitor | -1 | -7 | -5 | -46 | -15 | -2
NCOA3 inh | 12 | -26 | -5 | -86 | -1 | 13
SRC1 inh | -7 | -16 | -11 | -70 | -2 | 0
ABHD5-PLIN5 inh | -7 | 3 | 3 | -2 | 1 | 5

Shown with two lines to a compound: part of the list above
Order of values – TWEAK Fn14 block	NOD2 RIPK2 PPI	TLR9-MyD88 block	NR2F2 inh	TROY signal inh	NR5A2 inv ag	Granule exo inh	NCOA2 inhibitor	NCOA3 inh	SRC1 inh	ABHD5-PLIN5 inh
#11 O=C(Cn1cnc2ccccc2c1=O)Nc1cccc(S(=O)(=O)N2CCCCC2)c1
  7	4	-10	7	6	3	0	-15	-1	-2	1
#9 CC(NS(=O)(=O)c1ccc(OCC(=O)NCc2ccncc2)cc1)c1ccccc1 (stereo unspecified)
  21	1	0	23	-4	-25	-14	-5	-5	-11	3
#8 S=C(NCc1ccccc1)NCc1cccc(CNC(=S)NCc2ccccc2)c1
  38	-1	-6	-10	38	4	5	-7	-26	-16	3

The results go on.
13: O=C(NC1CCCCC1)C1c2ccccc2OCC(=O)N1Cc1ccc2c(c1)OCO2 (stereo unspecified)
14: CCN(CC)S(=O)(=O)c1ccc(N2CCCC2)c(NS(=O)(=O)c2ccc(F)cc2)c1
15: Cc1cccc(CN2[C@H](COC(=O)Nc3ccccc3)C=CS2(=O)=O)c1
16: O=C(O)c1c2c(nc3ccccc13)/C(=C/c1ccc(O)cc1)CCC2
17: O=C(COc1ccc2ccccc2c1)N1CCN(C(=O)c2ccc([N+](=O)[O-])cc2)CC1
18: CCc1cc2c(=O)[nH]c(COC)nc2s1

Screen / compound no. | 13 | 14 | 15 | 16 | 17 | 18
TWEAK Fn14 block | 2 | 0 | 12 | -7 | 9 | -13
NOD2 RIPK2 PPI | -8 | 1 | -14 | 1 | 2 | -3
TLR9-MyD88 block | . | 8 | . | 2 | 0 | 6
NR2F2 inh | -2 | 7 | 9 | -10 | 1 | 21
TROY signal inh | 12 | -4 | 8 | -6 | -7 | 3
NR5A2 inv ag | -8 | 10 | 7 | -18 | -6 | 5
Granule exo inh | 0 | 0 | -5 | 2 | 1 | 6
NCOA2 inhibitor | 5 | -28 | 2 | 4 | -41 | 21
NCOA3 inh | . | -2 | 5 | -11 | 8 | 10
SRC1 inh | . | -3 | 11 | -1 | -23 | 14
ABHD5-PLIN5 inh | 5 | 5 | -7 | 1 | 11 | 4

19: Cc1nn(-c2ccccc2)c2c1C(=O)N(Cc1ccccc1)C(=O)C(C)(C)C2
20: COc1cc(/C=N/NC(N)=S)ccc1OCC(=O)Nc1ccc(C)c(C)c1
21: CCOC(=O)c1c(NC(=O)c2nn(CC)cc2Br)c(C#N)cn1-c1ccccc1
22: COc1ccc(/C=N/NC(=O)c2ccn[nH]2)cc1COc1ccc(Cl)cc1
23: COc1ccc(C)cc1NC(=O)CNC(c1ccccc1)c1ccc(C)cc1 (stereo unspecified)
24: COc1ccc(S(=O)(=O)N2CCC(C(=O)NCC3CCCCC3)CC2)cc1

Screen / compound no. | 19 | 20 | 21 | 22 | 23 | 24
TWEAK Fn14 block | -1 | 19 | -2 | 26 | 22 | 7
NOD2 RIPK2 PPI | 4 | 2 | 1 | 5 | 5 | -14
TLR9-MyD88 block | -1 | -10 | 12 | 3 | -7 | 4
NR2F2 inh | 4 | 8 | 5 | -19 | 0 | 10
TROY signal inh | -6 | 0 | 14 | -34 | 18 | 1
NR5A2 inv ag | 8 | 36 | 28 | -111 | 34 | -3
Granule exo inh | 0 | 1 | -2 | -3 | 17 | 11
NCOA2 inhibitor | -11 | 2 | -2 | -12 | -1 | 11
NCOA3 inh | -1 | -3 | 11 | -44 | -2 | -3
SRC1 inh | 7 | -18 | 14 | -71 | 5 | 14
ABHD5-PLIN5 inh | -2 | 6 | -3 | 0 | -3 | -5

25: O=C1C2C3c4ccccc4C(c4ccccc43)C2C(=O)N1c1cccc2cccnc12 (stereo unspecified)
26: COc1ccc(C2=NOC(C(=O)Nc3c(C)n(C)n(-c4ccccc4)c3=O)C2)cc1 (stereo unspecified)
27: COc1ccc(CCNC(=O)CCCCC(=O)NCCc2ccc(OC)cc2)cc1
28: NS(=O)(=O)c1ccc(CCNC(=O)c2cc(-c3ccccn3)nc3ccc(Br)cc23)cc1
29: CC(C)(Cc1ccc(O)cc1)NC(=O)CC(=O)N/N=C/c1ccc(Cl)cc1
30: Cc1ccc(C)c(N(Cc2cc3ccc(C)cc3[nH]c2=O)C(=O)c2ccco2)c1

Screen / compound no. | 25 | 26 | 27 | 28 | 29 | 30
TWEAK Fn14 block | 18 | 0 | 12 | 3 | 25 | 6
NOD2 RIPK2 PPI | -3 | -9 | -24 | 5 | -1 | 5
TLR9-MyD88 block | 3 | 2 | -10 | 8 | 16 | -4
NR2F2 inh | 9 | -4 | 2 | 1 | 22 | 1
TROY signal inh | -6 | -16 | 16 | -1 | 16 | 25
NR5A2 inv ag | 1 | 11 | 4 | 19 | -3 | 6
Granule exo inh | 0 | -2 | 3 | 0 | -3 | -2
NCOA2 inhibitor | 5 | 22 | 14 | 5 | -17 | 4
NCOA3 inh | 15 | -6 | -3 | -1 | 4 | -2
SRC1 inh | 7 | -3 | 7 | -11 | -10 | 2
ABHD5-PLIN5 inh | 1 | -9 | -1 | -5 | -1 | -1

31: CC(=O)c1cnc2nc(SCc3ccccc3C)nn2c1C
32: CCC1(CC)NC(=O)N(CC(=O)OC(C)C(=O)Nc2ccccc2OC)C1=O (stereo unspecified)
33: CC(C)(C)c1ccc(NC(=O)C(=O)C2C(=O)Nc3ccccc32)cc1 (stereo unspecified)
34: C[C@@]12CCC=C[C@H]1[C@H](c1ccc(C(F)(F)F)cc1)N(Cc1ccccc1)C2=O
35: O=C(NCc1ccco1)c1cccnc1Cl
36: OC[C@@H]1CN(Cc2ccc3c(c2)OCO3)C[C@H](n2cnc3c(NCc4ccc(F)cc4)ncnc32)O1

Screen / compound no. | 31 | 32 | 33 | 34 | 35 | 36
TWEAK Fn14 block | -12 | -11 | 5 | -18 | -2 | 16
NOD2 RIPK2 PPI | 4 | -8 | -8 | -12 | 3 | -5
TLR9-MyD88 block | -4 | -7 | 1 | 8 | -19 | .
NR2F2 inh | -14 | 1 | 6 | 5 | -8 | -5
TROY signal inh | -3 | -3 | 0 | -14 | 4 | 0
NR5A2 inv ag | -48 | -9 | 7 | 8 | 17 | -8
Granule exo inh | -6 | -3 | -1 | 16 | -5 | -4
NCOA2 inhibitor | -41 | -10 | 7 | 24 | 11 | 16
NCOA3 inh | -60 | 4 | 12 | 14 | 0 | 20
SRC1 inh | -24 | 2 | -4 | 2 | 9 | -6
ABHD5-PLIN5 inh | 3 | -1 | 3 | -5 | 3 | 0

37: Cc1cc(C)cc(NC(=O)c2ccc(CNc3c(N4CCOCC4)c(=O)c3=O)cc2)c1
38: Cc1cc(/C=N/Nc2ccc([N+](=O)[O-])cn2)c(C)n1-c1cccc(C(=O)O)c1
39: COC(=O)c1cc(C#N)c(=O)[nH]c1C
40: COc1ccc(CCN=C2SCC(=O)N2Cc2ccccc2)cc1OC
41: O=C1OC(Nc2ccccn2)c2ccccc21 (stereo unspecified)

Screen / compound no. | 37 | 38 | 39 | 40 | 41
TWEAK Fn14 block | 12 | 14 | -3 | 16 | -8
NOD2 RIPK2 PPI | 3 | 1 | -4 | -4 | -1
TLR9-MyD88 block | 5 | -5 | 3 | 1 | 3
NR2F2 inh | -23 | -8 | -6 | -11 | 13
TROY signal inh | -13 | 10 | 2 | 2 | 8
NR5A2 inv ag | -20 | -35 | 0 | -2 | 10
Granule exo inh | -3 | 1 | 1 | -4 | -1
NCOA2 inhibitor | -12 | -25 | -2 | -2 | -13
NCOA3 inh | 1 | -9 | -11 | 0 | -2
SRC1 inh | 1 | -1 | -6 | -25 | 7
ABHD5-PLIN5 inh | -3 | 9 | 6 | 6 | 4
